From PubChem BioAssay
PMI inhibitors – MPI enzyme activity inhibition – biochemical, fluorescence intensity, coupled assay, primary screen (AID 1209); purified PMI enzyme, coupled fluorescence intensity; higher % means a stronger effect; inhibition, % at 20 µM; hits with a dose series show IC50 in µM; hit rate 0.42% among 190,000;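 also: plate controls were DMSO vehicle for no effect and wells lacking substrate for full effect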
WT yeast gro inh – growth inhibition of WT yeast, mitochondrial fusion screen | mitochondrial fusion phenotypic screen, WT strain | inhibition, % at 10 µM | hit rate 2.1% among 190,000; in the data active = inhibition above about 58%; tested in S. cerevisiae
Salmonella PhoP GFP – PhoP-dependent GFP reporter repression – Salmonella Typhimurium, primary screen (AID 1863); S. Typhimurium PhoP-regulated promoter GFP reporter, 4 h; higher % means a stronger effect; hit rate 0.16% among 300,000; inhibition, % at 50 µM; hits with a dose series show IC50 in µM;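 active = inhibition over 29.93%, a cutoff 3 SD above the screen mean, later confirmed by dose response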;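 also: 0% = low Mg2+ inducing control and 100% = high Mg2+ repressing control; strong numbers were not always called active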
SIAH1 antagonists – Siah-1 peptide-binding antagonists, primary screen, biochemical, fluorescence polarization, rhodamine-plectin, uHTS (AID 1817). Siah-1 / rhodamine-plectin peptide fluorescence polarization; higher % means a stronger effect. one-dose displacement, % at 20 µM; IC50 in µM for titrated hits. hit rate 0.02% among 290,000;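 active = displacement of at least 50% at 20 µM, with a fluorescence ratio check between 0.3 and a set limit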;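 also: plate controls were Siah plus tracer with DMSO for no effect and tracer alone without Siah for full effect; strong numbers were not always called active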
XIAP antagonists – XIAP antagonists, biochemical, IAP family, fluorescence polarization (AID 1018); XIAP BIR domain, fluorescence polarization peptide displacement; higher % means a stronger effect; one-dose displacement, % at 20 µM; IC50 in µM for titrated hits; hit rate 0.007% among 200,000; in the data active = displacement above about 50%; also: a part of the inactive calls stands beside numbers as strong as those of hits
TNAP activation fold – human TNAP enzyme activators, primary screen, biochemical, luminescent, no phosphate acceptor, uHTS (AID 1001); purified TNAP, luminescent activation assay, no phosphate acceptor; higher activation fold means a stronger effect; one-dose activation fold at 20 µM; EC50 in µM for titrated hits; hit rate 0.03% among 200,000; in the data active = activation fold from about 3, or a potency from the dose series; inactive = the rest, 99 in 100 with activation fold below about 1.6; also: many of its hits are not listed in these tables
PMI inhibition – MPI inhibition at elevated mannose 6-phosphate – biochemical, fluorescence intensity, high mannose 6-phosphate, primary screen (AID 1220); recombinant PMI enzyme, coupled fluorescence intensity; higher % means a stronger effect; inhibition, % at 20 µM, or IC50 in µM where a hit was titrated; hit rate 0.66% among 190,000
Myeloid diff 2 – promotes myeloid progenitor differentiation; ER-HoxA9 myeloid progenitors, lysozyme-GFP differentiation, flow cytometry; calls only at 10 µM; hit rate 1% among 360,000;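 active = normalized GFP-positive differentiation at or above the plate's own cutoff, the solvent-only control mean plus 3 SD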;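 also: cells exposed to compound for four days before flow analysis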
RSV CPE inhibition – RSV antiviral activity via CPE protection, HEp-2 cells, primary 10 µM value included (AID 2391); HEp-2 cells, RSV-induced CPE inhibition; higher % means a stronger effect; one-dose CPE inhibition, % at 10 µM; IC50 in µM for titrated hits; hit rate 0.13% among 310,000; in the data active = a potency from the dose series; also: strong numbers were not always called active
WT yeast gro inh mutant strain – further read-out of WT yeast gro inh, marked with its call; inhibition, %; mitochondrial fusion phenotypic screen, mutant strain inhibition
Myeloid diff 2 GFP+ MAC1+ % – also measured in Myeloid diff 2; calls as there; GFP+ MAC1+ double positive, %; measured here: differentiation confirmed by MAC1 staining
Numbers without * were called inactive; i = inactive; x = no result given; + = active, no number. Rule as the data show it, unless noted: active = inhibition above about 50%; inactive = the rest.

SMILES	PMI inhibitors	WT yeast gro inh	WT yeast gro inh mutant strain	Salmonella PhoP GFP	SIAH1 antagonists	XIAP antagonists	TNAP activation fold	PMI inhibition	Myeloid diff 2	Myeloid diff 2 GFP+ MAC1+ %	RSV CPE inhibition
N#Cc1ccccc1COc1cccc2c1CCCC2O (stereo not given)	x	x	x	0%	0%	x	x	x	i	0.8	4.7%
O=C(CCN1CCN(c2ccc(F)cc2)CC1)Nc1ccccc1F	10%	-4	7	34%	2%	-3.0%	1.1	4%	i	0.6	-0.1%
CC1(C)C=C(c2ccc(C=O)s2)CC(C)(C)N1C=O	9%	-4	-14	19%	2%	-1.6%	1	16%	i	0.4	0.8%
Cc1cc2c(cn1)C(CCC#N)(CCC#N)c1ccccc1-2	x	x	x	-2%	-4%	x	x	x	i	0.7	0.6%
Cc1ccc(N(C)C(=O)N2CCN(S(=O)(=O)c3ccc(C)cc3)CC2)cc1	-4%	8	-3	-8%	0%	-4.0%	1.1	-4%	i	1.7	2.1%
O=C(Nc1c(C(=O)N2CCCCC2)cnn1-c1ccccc1)c1ccco1	-1%	4	0	-6%	5%	-7.1%	1.1	2%	i	1.2	0.9%
O=C(c1cccn2c(=O)c3cc(Br)ccc3nc12)N1CCN(c2ccccn2)CC1	9%	0	1	-6%	1%	-7.9%	1.1	2%	i	0.5	0.7%
N/C(=N\OC(=O)c1ccc(F)cc1)c1ccc(Br)cc1	-2%	-4	1	8%	11%	-4.4%	1.1	-2%	i	0.0	1.5%
COc1cc(C(=O)NCc2nc(C)cs2)ccc1OC1CCN(C(C)=O)CC1	x	x	x	-5%	2%	x	x	x	i	0.6	0.6%
COc1cc(CO)ccc1OCc1nnnn1-c1ccc(C)cc1	2%	-5	-6	4%	5%	-3.5%	1.1	3%	i	0.4	1.2%
COc1ccc(-c2nnc3n2N=C(C)CS3)cc1	10%	10	3	-2%	-5%	-4.9%	1.1	2%	i	2.0	2.0%
Cc1cccn2c(CN[C@H]3CCCCNC3=O)c(C(=O)N3CCOCC3)nc12	11%	7	13	0%	4%	-1.6%	1.1	-3%	i	0.4	-0.1%
COc1ccc([N+](=O)[O-])cc1NC(=O)Cc1ccc(Cl)cc1	12%	-2	-22	21%	0%	-2.9%	1.1	2%	i	1.3	1.4%
O=C(O)c1cccc(NC(=O)c2cn(-c3ccccc3)nc2-c2ccncc2)c1	-26%	0	15	3%	-7%	-0.9%	1	-14%	i	0.2	2.8%
COc1cccc(N=Nc2ccc3ccccc3c2O)c1	x	x	x	2%	45%	x	x	x	i	0.2	0.9%

13 entries already listed, ordered by SMILES length, falling:
SMILES	PMI inhibitors	WT yeast gro inh	WT yeast gro inh mutant strain	Salmonella PhoP GFP	SIAH1 antagonists	XIAP antagonists	TNAP activation fold	PMI inhibition	Myeloid diff 2	Myeloid diff 2 GFP+ MAC1+ %	RSV CPE inhibition
O=C(c1cccn2c(=O)c3cc(Br)ccc3nc12)N1CCN(c2ccccn2)CC1	9%	0	1	-6%	1%	-7.9%	1.1	2%	i	0.5	0.7%
Cc1ccc(N(C)C(=O)N2CCN(S(=O)(=O)c3ccc(C)cc3)CC2)cc1	-4%	8	-3	-8%	0%	-4.0%	1.1	-4%	i	1.7	2.1%
O=C(O)c1cccc(NC(=O)c2cn(-c3ccccc3)nc2-c2ccncc2)c1	-26%	0	15	3%	-7%	-0.9%	1	-14%	i	0.2	2.8%
Cc1cccn2c(CN[C@H]3CCCCNC3=O)c(C(=O)N3CCOCC3)nc12	11%	7	13	0%	4%	-1.6%	1.1	-3%	i	0.4	-0.1%
COc1cc(C(=O)NCc2nc(C)cs2)ccc1OC1CCN(C(C)=O)CC1	x	x	x	-5%	2%	x	x	x	i	0.6	0.6%
O=C(Nc1c(C(=O)N2CCCCC2)cnn1-c1ccccc1)c1ccco1	-1%	4	0	-6%	5%	-7.1%	1.1	2%	i	1.2	0.9%
COc1ccc([N+](=O)[O-])cc1NC(=O)Cc1ccc(Cl)cc1	12%	-2	-22	21%	0%	-2.9%	1.1	2%	i	1.3	1.4%
O=C(CCN1CCN(c2ccc(F)cc2)CC1)Nc1ccccc1F	10%	-4	7	34%	2%	-3.0%	1.1	4%	i	0.6	-0.1%
N/C(=N\OC(=O)c1ccc(F)cc1)c1ccc(Br)cc1	-2%	-4	1	8%	11%	-4.4%	1.1	-2%	i	0.0	1.5%
CC1(C)C=C(c2ccc(C=O)s2)CC(C)(C)N1C=O	9%	-4	-14	19%	2%	-1.6%	1	16%	i	0.4	0.8%
COc1cc(CO)ccc1OCc1nnnn1-c1ccc(C)cc1	2%	-5	-6	4%	5%	-3.5%	1.1	3%	i	0.4	1.2%
COc1cccc(N=Nc2ccc3ccccc3c2O)c1	x	x	x	2%	45%	x	x	x	i	0.2	0.9%
N#Cc1ccccc1COc1cccc2c1CCCC2O (stereo not given)	x	x	x	0%	0%	x	x	x	i	0.8	4.7%

Other structures follow.
SMILES	PMI inhibitors	WT yeast gro inh	WT yeast gro inh mutant strain	Salmonella PhoP GFP	SIAH1 antagonists	XIAP antagonists	TNAP activation fold	PMI inhibition	Myeloid diff 2	Myeloid diff 2 GFP+ MAC1+ %	RSV CPE inhibition
CCOC(=O)CNC1CC(=O)N(c2ccc(Br)cc2)C1=O (stereo not given)	x	x	x	4%	1%	x	x	x	i	0.3	7.7%
CC1CCCCC1NC(=O)CCCCn1c(=O)[nH]c2ccsc2c1=O (stereo not given)	x	x	x	0%	5%	x	x	x	+	x	2.0%
COCCN(C(=O)Nc1ccccc1)c1ccccc1C	-7%	-3	-3	-11%	2%	-1.2%	1.1	-6%	i	0.9	-0.4%
O=c1[nH]c(-c2ccccc2)cs1	-5%	2	-12	21%	6%	-3.6%	1	-6%	i	0.1	3.6%
O=C(N/N=C/c1cccc([N+](=O)[O-])c1)c1ccncc1	x	x	x	0%	0%	x	x	x	i	0.3	-0.8%
CC(C)OC(=O)/C(=C\c1ccccc1)NC(=O)c1ccccc1	3%	-8	-9	6%	12%	-0.7%	1.1	-2%	i	0.4	0.6%
CCn1ccnc1CN(C)Cc1nc(-c2ccc(C(=O)OC)cc2)no1	x	x	x	-7%	0%	x	x	x	i	0.2	2.3%
CC(=O)c1ccc(NC(=O)CSc2nccn2CCc2ccccc2)cc1	7%	0	-6	22%	-4%	-6.8%	1	-3%	i	0.4	-0.1%
CC(=O)N1c2ccc(S(=O)(=O)N(C)CC(=O)Nc3ccccc3C)cc2CC1C (stereo not given)	x	x	x	-5%	0%	x	x	x	i	4.2	11%
CCOc1ccc(N(CC(=O)NC(C)C)C(=O)CCC(=O)Nc2ccccn2)cc1	x	x	x	-4%	3%	x	x	x	i	0.4	1.5%
CCn1c(SCC(=O)NCCc2ccc(OC)c(OC)c2)nc2c1c(=O)n(C)c(=O)n2C	1%	-7	-1	0%	-2%	-6.4%	1.1	-6%	i	6.0	0.2%
CCOC(=O)N1CCN(Cc2nc3c(c(=O)n(C)c(=O)n3C)n2Cc2cccc3ccccc23)CC1	1%	x	x	x	0%	-4.2%	0.9	4%	i	1.0	3.8%
COc1ccc(NC(=O)CN2CCN(c3ccccn3)CC2)cc1Cl	x	x	x	-5%	-1%	x	x	x	i	0.8	3.2%
COc1ccc(CC(=O)Nc2nnc(-c3cccc([N+](=O)[O-])c3)s2)cc1	-9%	-3	-4	1%	8%	-2.6%	1.1	-7%	i	2.2	-0.7%
CCOc1cc(C2C3=C(CCCC3=O)NC3=C2C(=O)CCC3)cc(Cl)c1O	16%	-13	5	4%	-5%	-3.4%	1.1	40%	i	1.0	2.1%

As entered above.
COc1ccc(NC(=O)CN2CCN(c3ccccn3)CC2)cc1Cl in SIAH1 antagonists is listed with -1%
CC1CCCCC1NC(=O)CCCCn1c(=O)[nH]c2ccsc2c1=O (stereo not given) in Salmonella PhoP GFP is listed with 0%

(continued)
SMILES	PMI inhibitors	WT yeast gro inh	WT yeast gro inh mutant strain	Salmonella PhoP GFP	SIAH1 antagonists	XIAP antagonists	TNAP activation fold	PMI inhibition	Myeloid diff 2	Myeloid diff 2 GFP+ MAC1+ %	RSV CPE inhibition
N=C1C=CC=C2C1=NC1(CCCCC1)N2O	72%*	15	12	14%	-9%	-2.6%	0.9	x	i	6.9	0.4%
CCCc1nnc(NC(=O)CSc2nc3ccccc3[nH]2)s1	-2%	-6	3	5%	-6%	-3.9%	1.7	-6%	i	0.4	-0.5%
S=C(NCCc1ccc(Cl)cc1)NC1CC1	4%	21	17	-6%	29%	-11%	1	7%	i	0.3	-0.7%
Cn1c(NC(=O)c2ccccc2)cc(=O)n(C)c1=O	5%	9	-6	1%	-3%	-4.3%	0.9	0%	i	1.5	1.9%
CC1CCC(C(C)C)C(OC(=O)COC(=O)c2cc(O)ccc2N)C1 (stereo not given)	36%	24	-10	2%	4%	-6.6%	1.1	60%*	i	0.7	7.1%
COc1ccc(Cl)cc1N/C(N)=N/c1nc(CSc2ccc(C)cc2)cc(=O)[nH]1	4%	4	-3	-2%	7%	-102%	1.3	2%	i	1.5	0.6%
CCOC(=O)CCc1c(C)nc2ncnn2c1C	1%	-12	-5	-1%	2%	-5.9%	1.1	0%	i	0.6	2.8%
CC(NC(=O)COc1ccccc1)C(=O)NC1=NCCS1 (stereo not given)	4%	-28	-42	15%	-1%	-2.3%	1.1	4%	i	6.5	-0.1%
Cn1c(C(=O)N2CCCC(C(=O)NCc3cccs3)C2)cc2sccc21 (stereo not given)	12%	-13	-5	-1%	-1%	-3.3%	1	9%	+	5.3*	1.5%
O=C(O)c1ccccc1-c1ccccc1C(=O)NCc1ccco1	3%	-3	-24	2%	3%	-0.2%	1.2	1%	i	0.8	0.0%
Cc1ccc(NC(=O)COC(=O)c2ccnn2C)cc1	4%	-19	2	2%	1%	-2.4%	1.1	-6%	i	6.5	0.0%
COC(=O)N/N=C(\CCC(=O)O)c1cccs1	x	x	x	4%	-4%	x	x	x	i	0.3	2.1%
COC(=O)[C@@]1(Cc2ccc(OC)cc2)[C@H]2c3cc(C(=O)N4CCCC4)n(CCn4cc([N+](=O)[O-])nc4C)c3C[C@H]2CN1C(=O)c1ccccc1	-2%	3	-6	-5%	-8%	-9.6%	1	-7%	i	1.5	-0.6%
COC(=O)C1=C(O)C(C(=O)OC)C(c2ccc(C)cc2)C(C#N)(C#N)C1c1ccc(C)cc1 (stereo not given)	-4%	67*	-5.2*	1%	9%	-8.1%	1.1	0%	i	0.7	4.7%
COC(=O)[C@H](Cc1ccccc1)NC(=O)NCC1CCCO1 (stereo not given in full)	-1%	-5	-12	-14%	0%	-3.2%	1.1	-3%	i	6.9	1.6%

Looked up by compound from the entries so far:
SMILES	PMI inhibitors	WT yeast gro inh	WT yeast gro inh mutant strain	Salmonella PhoP GFP	SIAH1 antagonists	XIAP antagonists	TNAP activation fold	PMI inhibition	Myeloid diff 2	Myeloid diff 2 GFP+ MAC1+ %	RSV CPE inhibition
COC(=O)[C@H](Cc1ccccc1)NC(=O)NCC1CCCO1 (stereo not given in full)	-1%	-5	-12	-14%	0%	-3.2%	1.1	-3%	i	6.9	1.6%
CCCc1nnc(NC(=O)CSc2nc3ccccc3[nH]2)s1	-2%	-6	3	5%	-6%	-3.9%	1.7	-6%	i	0.4	-0.5%
